TGFb inhibitor: qHTS for Inhibitors of TGF-b | AID 588855, 2011 | Potency, µM (top dose mostly 46.1 µM), for inactives: at the highest dose activity, negative = inhibition, usual class: inhibitors | HepG2 CAGA-GFP TGF-b/SMAD3 reporter, GFP fluorescence, 18 h; TGF-beta stimulated, 500 pg/mL final | hit rate 1.2% among 410,000; also: potency is read from the fitted curve at half-maximal effect; % is scaled to controls: 0 for no effect and ±100 for the full control effect; nearly all actives have a fitted effect of over 65% in size
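Per well, imaged GFP fluorescence of HEPG2 CAGA-GFP cells gives the signal; cells get compound, then TGF-beta (500 pg/mL final), 18 h at 37 degrees C; %Activity versus -TGF-beta and +DMSO controls.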
Nrf2 inh: Nrf2 qHTS screen for inhibitors; A549 ARE-Fluc reporter, luciferase luminescence, 18-24 h; Potency, µM (doses to about 46 µM), for inactives: at the top dose activity change, negative = inhibition, actives largely listed as inhibitors; hit rate 2.1% among 360,000; AID 504444, 2011; also: potency is read from the fitted curve at half-maximal effect; % is scaled to controls: 0 for no effect and ±100 for the full control effect; nearly all actives have a fitted effect of over 60% in size
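Nrf2 activity is the BugLite luminescence, read 15 min after reagent at room temperature, following CellTiter-Fluor cytotoxicity readout (30 min, 37C). Compound titrations were applied for 18-24 h to 5000 A549 ARE_Fluc cells/well in 5% FBS OPTI-MEM.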
Nrf2 ARE act: qHTS of Nrf2 Activators. AREc32 ARE-luciferase reporter (MCF7-derived line), luminescence, 24 h. Potency, µM (top dose mostly 46.1 µM), for inactives: at the top dose activation, most hits filed as activators. hit rate 0.31% among 410,000. AID 624171, 2012; also: potency is read from the fitted curve at half-maximal effect; % of control where 0% means no effect; nearly all actives have a fitted effect of over 65% in size
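Each well held 1000 AREc32 cells, which were incubated with compound for 24 hr at 37 deg C after overnight attachment, and ARE reporter activity was quantified by firefly luciferase luminescence.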
MmCpn inh: Inhibitors of TCP-1 ring complex (TRiC) of Methanococcus maripaludis (MmCpn): qHTS. purified Mm-Cpn ATPase, ADP Transcreener TR-FRET. AID 504842, 2011. Chaperonin Mm-Cpn (Methanococcus maripaludis). hit rate 0.031% among 330,000. Potency, µM (titrated, usually from 76.9 µM), for the others: top-dose activity, negative = inhibition, hits mostly inhibitors; also: potency is read from the fitted curve at half-maximal effect; % is scaled to controls: 0 for no effect and ±100 for the full control effect; nearly all actives have a fitted effect of over 80% in size
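Purified archaeal chaperonin (25 nM final) was preincubated with compound for 10 min at 37°C, then ATP (10 uM final) was added for 30 min at 37°C in Tris pH 7.4/KCl/MgCl2/DTT buffer. ADP was quantified by HTRF Transcreener TR-FRET.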
Abeta yeast res: qHTS for compounds that reverse cellular toxicity of Amyloid beta (A-beta) peptide in yeast: Primary Screen | Potency, µM (highest dose often 46.1 µM), for inactives: at the top dose growth rescue, most hits filed as activators | yeast expressing A-beta42, growth rescue, OD600, 48 h; response scale: 0% DMSO, 100% iron-clioquinol control | hit rate 0.063% among 410,000; also: potency is read from the fitted curve at half-maximal effect; nearly all actives have a fitted effect of over 55% in size
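Growth rescue measured by 600 nm absorbance after 48 h yeast culture at 30 C with compound. Values normalized between DMSO and an equimolar ferric chloride plus clioquinol control.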
pAkt inh: HTS Assay for Inhibitors of Akt Phophorylation: Primary Screen. Neuro2A IGF-stimulated pAkt S473 HTRF, 20 min; hits give low values. activity change, % for hits at 50 µM. hit rate 0.32% among 360,000; in the data active = activity change below about -80%; inconclusive = mostly about -51% to -80%; also: % is scaled to controls: 0 for no effect and ±100 for the full control effect
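Single-point screen (50 µM final compound) in Neuro2A cells stimulated 20 min with 6 nM IGF at 37 deg C. After lysis, Ser473-phosphorylated Akt read by HTRF (ex 330 nm, em 615/665 nm) as the 665/615 ratio.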
A549 viability: Nrf2 qHTS screen for inhibitors: counterscreen for cytotoxicity. Potency, µM (highest dose often 46 µM), for the others: top-dose activity change, negative = cytotoxicity, hits mostly inhibitors. AID 504648, 2011. hit rate 0.16% among 390,000. A549 ARE-Fluc cells, CellTiter-Fluor viability, 18-24 h; also: potency is read from the fitted curve at half-maximal effect; % is scaled to controls: 0 for no effect and ±100 for the full control effect
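Cytotoxicity counterscreen: CellTiter-Fluor fluorescence was measured in A549 ARE_Fluc cells after 18-24 h of compound exposure in a concentration series. The subsequent BugLite luminescent read reports ARE-luciferase activity.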
HepG2 tox: qHTS for Inhibitors of TGF-b: Cytotox Counterscreen; HepG2 CAGA-GFP viability, ATP luminescence, 18 h; Potency, µM (series often up to 46.1 µM), for inactives: at the top dose activity change, negative = cytotoxicity, hits mostly cytotoxic; hit rate 0.76% among 410,000; also: potency is read from the fitted curve at half-maximal effect; some results filed as inactive show a strong effect at the top dose
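HepG2 CAGA-GFP cells (1000/well, DMEM with 1% FBS) received compound, then TGF-beta at 500 pg/mL final, and were incubated 18 hours at 37 degrees C. Viability was read by CellTiter-Glo luminescence. Media-only wells were set as complete cell-killing and DMSO as no toxicity.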
CCT chaperon mod: High-Throughput Screening for Modulators of Cytosolic Chaperonin Activity. AID 651819, 2012. activity change, % (concentration not given with the values), hits read low. purified chaperonin ATPase assay, HTRF ADP detection, 30 min. hit rate 0.3% among 360,000; in the data active = activity change below about -30%; also: % is scaled to controls: 0 for no effect and ±100 for the full control effect
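We incubate TRiC, 40 or 20 nM final, with library compounds at 76 uM and 10 uM ATP for 30 min at 37 °C. ADP formed is detected with Transcreener HTRF reagents after 30 min at room temperature.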
* = called active by the depositor; i = inactive; ? = inconclusive; / = no result given; [ ] = another dose, or the depositor's remark. Unless noted, calls follow the shape of the dose curve; as a rule, active = well fitted curve in the direction sought with a large enough effect; inconclusive = small, poorly fitted or top-dose-only effect, or another doubt; inactive = no such curve, though single readings can be large; an effect the other way counts as inactive or inconclusive. The order is random. About 4.3% of those tested had a hit in this group.

Every second line gives: Nrf2 ARE act, MmCpn inh, A549 viability, TGFb inhibitor, pAkt inh, Abeta yeast res, Nrf2 inh, CCT chaperon mod, HepG2 tox
- COc1ccc(Nc2cccc3ccccc23)cc1
→ 9.2%, -2.6%, -0.2%, ?, i, 5.3%, ?, -0.5, -40.2%
- O=C(O)CCCn1c(O)c(C=C2N=c3ccccc3=N2)sc1=S
→ 14.1µM*, -1.2%, ?, -0.1%, i, -5.9%, -13.9%, -1.2, -3.9%
- COCCNC(=O)C(c1ccc(O)cc1)N(Cc1ccco1)C(=O)CCC(=O)Nc1nccs1 (stereo not given)
→ 0.3%, 0.6%, -0.3%, -2.6%, i, 16.6%, /, 0.6, 4.4%
- CC(=O)N1CCN(C(=O)C(=O)Nc2c3c(nn2-c2ccc(Cl)cc2)CSC3)CC1
→ -0.8%, /, -3.8%, 14.6%, /, -3.4%, /, /, 1.0%
- CCN1C(=O)c2cccc3c(S(=O)(=O)Nc4ccccc4OC)ccc1c23
→ 27.8%, -1.1%, 0.4%, -21.1%, i, -25.7%, ?, 0.8, -44.5%
- O=C(Nc1cc2c3c(c1)C1CCCC1CN3CC1CCCC21)c1ccc([N+](=O)[O-])cc1 (stereo not given)
→ -0.5%, 0.6%, 0.7%, 3.6%, i, -14.0%, 12.3%, -0.5, 9.4%
- CC(C)(C)c1nnc(NC(=O)c2ccc(Cl)nc2)s1
→ -0.1%, 0.4%, 0.0%, 11.5%, i, -5.6%, -2.3%, 0.6, 1.4%
- O=C(CC1SC(N2CCOCC2)=NC1=O)Nc1cccc(C(F)(F)F)c1 (stereo not given)
→ 0.5%, 0.0%, -2.8%, 4.1%, i, 8.9%, -12.1%, -4.2, -4.1%
- COC(CNC(=O)[C@H](Cc1ccccc1)N1Cc2ccccc2C1=O)OC
→ 3.8%, 1.1%, 0.1%, 0.0%, i, -1.7%, -5.3%, -1.7, 1.1%
- NC(=O)C1CCN(C(=O)C2c3ccccc3C(=O)N3CCc4ccccc4C23)CC1 (stereo not given)
→ 2.9%, 0.8%, -2.0%, ?, ?, -2.6%, 5.5%, -2.5, 0.0%
- COc1ccc(C2c3c(oc4ccc(Cl)cc4c3=O)C(=O)N2CCN2CCOCC2)cc1 (stereo not given)
→ 3.1%, -0.4%, -6.5%, -3.4%, i, 1.5%, 5.4%, -0.5, -10.9%
- CCCCCCSc1ccc(-c2nc3cnccn3c2NCCCC)cc1
→ 0.4%, -9.7%, ?, ?, i, 8.1%, ?, -1.8, -96.9%
- COc1cccc(CN2C(=O)c3ccccc3S2(=O)=O)c1
→ 0.0%, 1.2%, 2.2%, -1.7%, i, -21.5%, -1.5%, -3.5, 7.9%
- COc1cc(SC)ccc1C(=O)NCCc1c[nH]c2ccccc12
→ 2.0%, -0.5%, -16.2%, 0.7%, i, -16.3%, ?, 1.8, -5.4%
- COC1=C/C(=C/c2c(N)n3cc(C)sc3nc2=O)C=CC1=O
→ 7.9%, -4.5%, 0.8%, 6.5%, i, 18.2%, 17.8%, 1.8, -1.6%
- Cc1nc2nc(SCC(=O)NCc3ccccc3Cl)nn2c(C)c1Cc1ccccc1
→ 0.7%, /, -11.0%, ?, /, -1.9%, -22.6%[9.27 µM], /, -17.2%
- CC1CCN(C(=O)c2[nH]cnc2C(=O)NCc2ccccc2)CC1
→ 3.4%, -4.2%, 5.7%, ?, i, 1.4%, -0.6%, -0.5, 3.0%
- O=C(Nc1ccc(NC(=O)c2ccccc2)nc1)c1ccncc1
→ 3.0%, 0.9%, -4.0%, 12.8%, i, -14.3%, 2.0%, -7.1, -1.0%
- O=C(NC(=S)Nc1ccc(N2CCN(C(=O)c3ccccc3)CC2)cc1)c1cccs1
→ 2.2%, -0.2%, -13.8%, ?, i, -11.7%, ?, -2.7, -9.3%
- CCOc1ccc(C2C(C(=O)c3ccc(C)o3)=C(O)C(=O)N2Cc2cccnc2)cc1 (stereo not given)
→ -1.0%, ?, -20.5%, 0.0%, i, 2.2%, -25.4%, 0.8, 4.0%
- CCN1C(=O)C(CC(=O)Nc2ccc(Br)cc2)N(CCCc2ccccc2)C1=S (stereo not given)
→ 6.0%, -0.8%, -29.0%, ?, i, 1.6%, ?, -1.2, -110.8%
- Cc1cc(C)cc(OCC(=O)OCC(=O)NC2CC2)c1
→ 0.2%, -0.1%, -1.4%, 5.6%, i, 11.8%, 2.4%, 0.0, 8.1%
- COC/C=C/C1=CC2=CC(=O)C(C)(OC(=O)c3cnc4ccccc4n3)C(=O)C2=CN1c1ccccc1 (stereo not given)
→ ?, 0.0%, ?, -44.8%, i, 0.9%, -5.1%, -4.3, 3.0%
- CCCCC[C@@H](C)N1C[C@H](COCc2ccccc2)Oc2cc(N3CCC[C@H]3CO)ccc2S1(=O)=O
→ -0.1%, /, /, /, i, -0.6%, /, 1.8, /
- Cc1c(NC(=O)c2cc(S(=O)(=O)N3CCCCC3)ccc2Cl)c(=O)n(-c2ccccc2)n1C
→ 0.2%, 1.1%, 1.3%, 3.9%, i, 14.7%, -12.4%, 2.1, 10.5%
- COc1ccc(-c2cc(C(=O)Oc3ccc(C)cc3)c3ccccc3n2)cc1
→ -0.7%, /, 3.4%, -3.4%, /, -6.5%, -6.0%, /, -4.6%
- N#Cc1ccccc1NC(=O)COC(=O)C1CCN(C(=O)c2ccc(Cl)cc2)CC1
→ 0.0%, 1.6%, 4.9%, 13.4%, i, 20.5%, 2.7%, 1.3, 0.9%
- CCC(C)NCCOCCOc1ccccc1-c1ccccc1 (stereo not given)
→ 0.4%, -2.0%, -2.2%, -10.5%, i, 0.9%, 9.1%, -2.6, -28.6%
- CCC(Cc1ccccc1)NC(=O)C1CCN(S(=O)(=O)c2ccc3c(c2)CC(C)N3C(C)=O)CC1 (stereo not given)
→ -0.2%, 1.8%, 2.5%, ?, i, -13.1%, -17.4%, -1.3, -9.8%
- Cc1nnc(-c2cnn(C)c2N)n1Cc1ccccc1F
→ -0.3%, -1.0%, -6.4%, 1.6%, i, -6.7%, 2.5%, -1.0, -0.8%
- CC1(C)CC2CC(C)(CN2C(=S)Nc2ccccc2F)C1 (stereo not given)
→ -0.5%, 1.3%, -1.6%, 1.6%, i, ?, 7.7%, 1.5, -2.6%
- CC(C)Cn1c(N)c(C(=O)COC(=O)c2cc(-c3ccccc3)nc3ccccc23)c(=O)n(C)c1=O
→ 2.5%, -1.8%, -6.5%, 1.2%, i, 4.5%, ?, -0.6, 0.5%
- Cc1ccccc1C(CC(=O)c1cccs1)C(C#N)C#N (stereo not given)
→ ?, -11.0%, ?, 20µM*, i, -8.5%, ?, -1.1, -43.1%
- CC(C)[C@H](NC(=O)C1CCC(CNC(=O)[C@@H]2CCCN2C(=O)OC(C)(C)C)CC1)C(=O)O (stereo not given in full)
→ -0.6%, 1.1%, 2.6%, 0.0%, i, 3.1%, 5.0%, 0.1, 7.1%
- CCn1c(SCc2ccccc2)nc2c(c1=O)SCC2
→ 0.4%, 0.7%, 1.8%, 14.5%, i, 6.6%, ?, -1.2, -20.1%
- C[C@@]12CCC=C[C@H]1[C@H](c1ccc3ccccc3c1Br)N(Cc1ccccc1)C2=O
→ ?, -6.5%, -0.4%, ?, i, -2.3%, -17.3%, 0.0, -35.3%
- CC1(C)N=C(c2ccc(F)cc2)C(=O)N1CC(=O)Nc1ccccc1Cl
→ -0.3%, /, -11.9%, /, /, 9.7%, ?, /, -2.5%
- CCCCc1nn2c(=O)cc(COC(=O)c3ccccc3NC(=O)C3CCCCC3)nc2s1
→ 2.0%, /, 7.7%, -5.2%, /, -13.7%, /, /, 0.7%
- CCN(CC)c1ccc(CNc2ccc3c(c2)ncn3CC)cc1
→ 14.5%, 0.9%, -6.4%, 1.0%, i, -11.7%, -13.7%, -1.8, -9.0%
- Cc1cc2cc(CNC(=O)Nc3ccccc3)ccc2n1C
→ 0.4%, -23.0%, -11.4%, -1.0%, /, 2.9%, ?, -1.4, -15.8%
- CC(CN1CCN(C)CC1)OC(=O)c1ccccc1 (stereo not given)
→ -0.2%, -1.8%, -3.1%, -0.5%, i, -10.5%, -5.4%, 2.2, -0.8%
- CCOc1ccc(CNC(=O)CCn2c(=O)oc3ccccc32)cc1OC
→ 0.1%, -0.9%, -1.7%, 17.0%, -104.6%*, 22.5%, ?, -0.7, 2.2%
- CSc1nc(-c2ccccc2)nc(N2CCOCC2)c1C(C)=O
→ 3.2%, -0.3%, 12.1%, 9.3%, i, 5.6%, -6.6%, -2.2, -3.3%
- Cc1ccc(C)c(S(=O)(=O)N2CCN(C(=O)CSc3ccccc3F)CC2)c1
→ -0.2%, -5.3%, 8.4%, -13.7%, i, -18.0%, -9.0%, -3.2, -21.7%
- O=C(O)c1ccc(-c2noc(-c3cccc(C(F)(F)F)c3)n2)cc1
→ 5.1%, /, -7.6%, -10.5%, /, -6.6%, -25.0%, /, -23.7%

Reprinted at random: two entries already listed
Every second line gives: Nrf2 ARE act, MmCpn inh, A549 viability, TGFb inhibitor, pAkt inh, Abeta yeast res, Nrf2 inh, CCT chaperon mod, HepG2 tox
- CC(C)[C@H](NC(=O)C1CCC(CNC(=O)[C@@H]2CCCN2C(=O)OC(C)(C)C)CC1)C(=O)O (stereo not given in full)
→ -0.6%, 1.1%, 2.6%, 0.0%, i, 3.1%, 5.0%, 0.1, 7.1%
- COc1cccc(CN2C(=O)c3ccccc3S2(=O)=O)c1
→ 0.0%, 1.2%, 2.2%, -1.7%, i, -21.5%, -1.5%, -3.5, 7.9%

Screening results: PubChem, National Center for Advancing Translational Sciences (NCATS)
